Assay outcomes (PubChem BioAssay)
AT treatment – potential ataxia-telangiectasia treatment; […] A-T fibroblasts, KAP-1 phosphorylation AlphaLISA; neocarzinostatin DNA damage 30 min before lysis; Potency, µM (titrated, usually from 57.5 µM), for the others: top-dose activation, actives largely listed as activators; 320,000 tested, 0.19% active; further: potency means the concentration at half of the fitted maximal effect; % of control where 0% means no effect; nearly all actives have a fitted effect of over 45% in size
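hTERT-immortalized A-T patient fibroblasts ([…]), 500 cells/well in OPTI-MEM, 1% FBS, got compounds for 60 min, then NCS for 30 min at 37C. Lysates were then assayed for phospho-KAP-1 by AlphaLISA (anti-pKAP1 donor, anti-KAP1 acceptor beads), 6 hr at 25C.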
MLL CXXC-DNA inh – inhibitors of human MLL CXXC domain-DNA interaction | MLL-CXXC / FITC-HOXA9 DNA fluorescence polarization | Potency, µM (doses to about 115 µM), for inactives: top-dose activity change, negative = inhibition, hits mostly inhibitors | 290,000 tested, 0.037% active | AID 2662; active means well fitted inhibition curve with a large enough effect in the polarisation, with a control signal flat, not every such curve was filed as active; inconclusive means small, poorly fitted or top-dose-only effect, or effect the other way, or a change in a side signal; inactive means no such curve, though single readings can be large or run the other way; the % refers to the polarisation; further: potency means the concentration at half of the fitted maximal effect
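Steps: dispense CXXC domain solution (7 uM) → pin compounds or unlabeled HOX-A9 DNA control → 5 min ambient → add FLSN-HOX-A9 solution (50 nM) → spin → 30 min ambient → fluorescence polarization. Tris pH 7.5/NaCl/DTT/BSA buffer.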
GALK inh – blocks human galactokinase activity. Purified GALK, Kinase-Glo residual ATP luminescence. Potency, µM (series often up to 57.5 µM), without a hit: at the highest dose activity change, negative = inhibition, hits mostly inhibitors. 270,000 tested, 0.007% active; further: potency means the concentration at half of the fitted maximal effect; on the % scale 0 is the no-effect control and ±100 the full control effect
Target sequence (P51570 whole entry, looked up): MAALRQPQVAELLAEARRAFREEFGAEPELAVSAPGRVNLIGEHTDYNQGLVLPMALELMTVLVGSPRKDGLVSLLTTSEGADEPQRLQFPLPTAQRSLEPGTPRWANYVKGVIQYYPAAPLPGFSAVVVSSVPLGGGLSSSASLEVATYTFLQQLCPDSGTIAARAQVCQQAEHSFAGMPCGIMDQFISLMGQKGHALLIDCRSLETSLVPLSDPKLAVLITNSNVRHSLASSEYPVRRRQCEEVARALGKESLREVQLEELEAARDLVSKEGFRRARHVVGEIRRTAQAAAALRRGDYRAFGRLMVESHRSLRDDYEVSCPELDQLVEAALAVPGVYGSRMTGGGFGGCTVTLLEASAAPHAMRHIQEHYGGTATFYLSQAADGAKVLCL
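ATP-depletion format; final 35 uM ATP, 100 uM D-galactose, 5 nM enzyme; pH 8.0 HEPES/Mg2+ buffer; 60 min RT; luminescence read 10 min after detection reagent.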
BCR signal inh – blocks chronic active B-cell receptor signaling; ABC-DLBCL IkBa-CBG/CBR reporter, luminescence ratio, 4 h; Potency, µM (doses to about 46.1 µM), without a hit: at the highest dose ratio change, negative = lower green/red ratio, actives largely listed as inhibitors; 340,000 tested, 0.05% active; active means well fitted inhibition curve with a large enough effect in the signal ratio, with a control signal flat, not every such curve was filed as active; inconclusive means small, poorly fitted or top-dose-only effect, or effect the other way, or a change in a side signal; the % refers to the signal ratio;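 further: potency means the concentration at half of the fitted maximal effect; plate controls were basal doxycycline-induced cells for no effect and cells given 10 µM MG132 for full effect; MG132 reads +100%, hits lower the ratio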
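Cell line TMD8 (human ABC DLBCL), stably expressing tet-inducible CBG68-IkBa fusion and CBR; IMDM/0.5% FBS; cpd up to 46 uM; dox induction, 4 h, 37C/5% CO2; dual luminescence; green/red ratio; MG132 control.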
TCR activator – activators of T cell receptors | primary human leukocytes, anti-CD3, IL-2 HTRF, 48 h | Potency, µM (series often up to 9.22 µM), for inactives: at the top dose activation of IL-2 secretion, usual class: activators | 330,000 tested, under 10 active; further: % of control where 0% means no effect
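HTRF read-out of IL-2 secretion: europium cryptate donor excited at 320nm, d2 acceptor emission at 665nm. Cells were primary human leukocytes incubated 48 hr with compounds and a-CD3 beads, supplying TCR signal only.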
Tb PFK block – blocks T. brucei phosphofructokinase. T. brucei PFK, ADP-Glo luminescence. AID 485367. 330,000 tested, 0.17% active. O15648. Potency, µM (doses to about 57.5 µM), for inactives: top-dose activity, negative = inhibition, hits mostly inhibitors;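 further: potency means the concentration at half of the fitted maximal effect; 0% = uninhibited 1x PFK enzyme wells and -100% = no-enzyme wells; nearly all actives have a fitted effect of over 60% in size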
Target sequence (O15648 whole entry, looked up): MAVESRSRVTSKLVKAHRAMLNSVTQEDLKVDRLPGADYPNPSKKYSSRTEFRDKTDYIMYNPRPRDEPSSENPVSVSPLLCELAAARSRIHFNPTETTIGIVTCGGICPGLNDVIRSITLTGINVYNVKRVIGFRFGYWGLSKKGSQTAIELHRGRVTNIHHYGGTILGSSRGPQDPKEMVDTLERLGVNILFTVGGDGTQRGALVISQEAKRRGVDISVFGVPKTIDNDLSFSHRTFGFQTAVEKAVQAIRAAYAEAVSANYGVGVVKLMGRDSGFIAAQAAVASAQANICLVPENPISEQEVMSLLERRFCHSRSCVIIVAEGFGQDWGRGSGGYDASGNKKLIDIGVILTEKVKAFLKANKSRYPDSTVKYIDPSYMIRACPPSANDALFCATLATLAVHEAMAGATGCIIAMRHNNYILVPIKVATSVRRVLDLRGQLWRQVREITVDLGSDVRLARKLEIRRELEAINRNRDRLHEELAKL
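Luminescent ADP detection (ADP-Glo, two-step: ATP depletion then ADP-to-ATP conversion for luciferase) reported PFK activity after 45 min room-temperature reaction of 1.25 nM enzyme with 0.5 mM F6P and 0.1 mM ATP at pH 8.0.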
TSHR antag – blocks TSH signaling through the human TSH receptor; P16473; TSHR-expressing cells, TSH-stimulated cAMP HTRF, 2 h; stronger effect = lower value; activity change, negative = inhibition, % at 11.5 µM; 330,000 tested, 0.2% active; AID 504810;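 active means activity change below a set negative limit, meaning inhibition stronger than a set level, cut at about -70% in these data; inconclusive means activity change between two set negative limits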; further: on the % scale 0 is the no-effect control and ±100 the full control effect
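Competitive HTRF cAMP read-out (cryptate anti-cAMP antibody, cAMP-d2; 30 min, room temperature) in freshly harvested TSHR cells. Compounds added before TSH at EC80 (4nM final), followed by 2 hours' incubation at 37 deg C.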
Coupling enz – counter-screen for Giardia aldolase inhibitors: coupling enzyme system; coupling enzyme system counterscreen, AmpLite Red fluorescence; activity change, negative = inhibition, % at 58.2 µM, hits read low; 290,000 tested, 0.67% active; in the data active means activity change below about -30%; further: on the % scale 0 is the no-effect control and ±100 the full control effect
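Counterscreen lacking aldolase: glyceraldehyde-3-phosphate coupling-enzyme reagent preincubated 10 min at RT with compound (at 57.5 uM final), then substrate/coupling system with AmpLite Red added; fluorescence read at 525/598 nm after 20 min RT.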
hERG WT inh – blocks the wildtype human KCNH2 potassium channel. Q12809. 340,000 tested, 0.37% active. activity change, % at 1.84 µM. U2OS, BacMam KCNH2, thallium flux FluxOr; stronger effect = lower value;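 active means maximum activity change below -70%; inconclusive means maximum activity change between -70% and -50%; inactive means maximum activity change above -50%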; further: on the % scale 0 is the no-effect control and ±100 the full control effect
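U2OS cells transduced with wild-type KCNH2 virus are loaded with FluxOr dye for 45 min, and thallium flux is measured in kinetic reads before and after stimulation buffer. Rate constants are normalized to DMSO controls.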
Giardia kill – Giardia lamblia killing; Giardia lamblia trophozoite viability; activity change, % at 7.66 µM, hits read low; 340,000 tested, 0.15% active; in the data active means activity change below about -80%; inconclusive means between about -30% and that limit;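 further: parasites exposed to compound for two days anaerobically before the ATP read; on the % scale 0 is the no-effect control and ±100 the full control effect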
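Compounds were tested on trophozoites seeded at 100 cells/well and held 48 hrs at 37 deg C anaerobically. An ATP-based luminescent kit measured the remaining live cells.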
* = called active by the depositor; ? = inconclusive; / = no result given; & = joins results of further samples; [ ] = remark or other dose. Unless noted, the call rests on the fitted dose curve; in most records, active means well fitted curve in the direction sought with a large enough effect; inconclusive means small, poorly fitted or top-dose-only effect, or another doubt; inactive means no such curve, though single readings can be large; an effect the other way counts as inactive or inconclusive.

SMILES | AT treatment | MLL CXXC-DNA inh | GALK inh | BCR signal inh | TCR activator | Tb PFK block | TSHR antag | Coupling enz | hERG WT inh | Giardia kill
C=CCn1cc(C(=O)NCCN(CC)CC)c(=O)c2cc(S(=O)(=O)N3CCCCCC3)ccc21 | 8% | -4% | -4% | -2% | 0% | -1% | -6 | -1 | 2 | -8
CN(C(=O)COC(=O)CNC(=O)c1cccs1)c1c(N)n(Cc2ccccc2)c(=O)[nH]c1=O | -3% | / | / | 4% | -3% | -4% | 26 | / | -7 | 2
Cn1cc(CN2CCCC(C(=O)Nc3cccc(-n4cccn4)c3)C2)cn1 (stereo not drawn) | 2% | 5% | -1% | 1% | -5% | 0% | -13 | 0 | 6 | 24
CC(C)(C)C(=O)C1=C(O)C(=O)N(Cc2ccccc2)C1c1ccccc1Cl (stereo not drawn) | 7% | -14% | 0% | 8% | -3% | 0% | -2 | 11 | 0 | 29
COc1ccc(C2(NC(C)=O)CCN(C(=O)CCC(=O)O)CC2)cc1 | / | -2% | 3% | -5% | 2% | -2% | 7 | 0 | 7 | 27
COCC1CCCCN1C(=O)c1cccc(OC2CCN(S(C)(=O)=O)CC2)c1 (stereo not drawn) | 15% | -3% | -2% | 3% | -4% | 5% | -4 | / | -7 | 18
O=C(Cc1ccccc1F)OCC(=O)N1CCN(C(=O)c2ccco2)CC1 | 7% | -11% | -6% | 1% | -2% | 3% | -2 | 4 | -4 | 3
CCOc1ccc(CN(C(=O)c2ccccn2)c2ccc(OC)c(Cl)c2)cc1 | 3% | -8% | 3% | ? | 2% | -3% | -6 | 0 | -11 | -15
Cc1cccc(CN2CCC(Oc3ccc(C(=O)N4CCCCC4)cc3)CC2)c1 | 12% | -2% | 6% | 3% | 9% | -21% | 18 | / | -5 | -8
CCOc1ccc(S(=O)(=O)N(CC)CC)cc1N | -1% | 15% | -1% | 6% | -19% | -4% | 1 | 1 | / | -28
Cc1ccc(C(=O)N2CCCC(Nc3ccc(C(C)C)cc3)C2)cn1 (stereo not drawn) | -4% | 1% | 2% | -14% | -31% | -5% | 8 | / | 0 | -2
CCCN1CCC(=NNc2ccc(S(N)(=O)=O)cc2[N+](=O)[O-])CC1 | -5% | 8% | -1% | ? | 4% | -6% | -6 | 0 | -2 | 5
CN(C)CCNC(=O)c1c(CSc2ccccc2)noc1C(=O)NCc1ccccc1 | 19% | 4% | -2% | -2% | -12% | 4% | -5 | 1 | 20 | 16
CCCc1cc(=O)[nH]c(SCC(=O)N(CCC#N)c2ccc3c(c2)OCCO3)n1 | 9% | / | / | 4% | 4% | 0% | 2 | / | -14 | 5
Cc1ccc(S(=O)(=O)N2CCN(C(=O)c3ccc(COc4ccccc4)o3)CC2)cc1 | 12% | / | / | 1% | -2% | 3% | -4 | / | 7 | -1
O=c1c2[nH]c3ccccc3c2ncn1CCCn1ccnc1 | -9% | -1% | 1% | 8% | -6% | -17% | 5 | 1 | 11 | -8
Cn1c(SCC(=O)NC2CC2)nnc1-c1ccc(Cl)cc1 | -2% | / | / | -1% | -10% | -2% | -7 | / | -7 | -11
Cc1ccccc1OCc1nc2ccccc2c(=O)n1NC(=O)c1ccco1 | 0% | 0% | -1% | -3% | -4%[46.1 µM] | -1% | 6 | 9 | 4 | -6
O=c1c(C(c2ccc(Br)cc2)c2c(O)nc3n(c2=O)CCS3)c(O)nc2n1CCS2 | -30% | -3% | 0% | -2% | 4% | 2% | -1 | 7 | -10 | 6
CCCCC(CCC(=O)Nc1nccs1)C(=O)O (stereo not drawn) | 4% | 2% | -3% | -2% | 3% | 1% | -7 | -3 | -3 | -2
CCN(C(=O)C(C)N1C(=O)/C(=C/c2cccs2)SC1=S)C1CCS(=O)(=O)C1 (stereo not drawn) | -4% | -2% | -2% | -8% | 11% | 5% | -7 | / | -11 | -10
CCC(COC(C)=O)Nc1nc2c([nH]1)c(=O)n(C)c(=O)n2C (stereo not drawn) | -6% | -1% | 0% | ? | 11% | -12% | 1 | 1 | -18 | -18
Cc1ccc(S(=O)(=O)N2CCN(C(=O)CC(C)n3nc(C)c(Cl)c3C)CC2)cc1C (stereo not drawn) | -4% | -16% | 5% | -2% | -5% | -2% | 5 | 1 | -14 | -26
CCOC(=O)N1CCN(c2nc(-c3ccccc3)c3cc(C)ccc3n2)CC1 | ? | -3% | 7% | 2% | -1% | 0% | 0 | 1 | 13 | -23
Cc1ccc(NC(=O)CN2CCCC2c2cccs2)cc1S(=O)(=O)N1CCCCC1 (stereo not drawn) | 5% | / | / | 0% | 1% | 0% | -22 | / | -1 | 1
Cc1ccc(C(=O)NCc2ccc(Cl)cc2)o1 | -4% | -4% | 0% | 0% | / | -22% | 13 | 3 | -1 | 2
COc1ccccc1N1CCN(C(=O)c2ccc(S(=O)(=O)N3CCCC3)cc2)CC1 | 7% | 12% | 0% | ? | 0% | -12% | 7 | 1 | -12 | 5
COc1cc([N+](=O)[O-])cc(/C=N/NC(=O)C(C)Nc2ccccc2C)c1O (stereo not drawn) | 5% | 4% | / | ? | -5%[46.1 µM] | 7% | -6 | -1 | 2 | 7
O=C(N1CCOCC1)C12CCC3CC(CC(C3)C1)C2 | 0% | -1% | 1% | 0% | 0% | -5% | -13 | 0 | -2 | 8
COc1ccc(C/C(C)=N/NC(=S)Nc2ccccc2)cc1 | 7% | ? | 1% | -3% | 1%[46.1 µM] | 6% | 2 | 1 | / | -14
CCc1ccc(OS(=O)(=O)c2cn(C)c(=O)n(C)c2=O)cc1 | -1% | 10% | 0% | 0% | / | -2% | -13 | 1 | 7 | 4
O=c1oc2cc(O)ccc2s1 | 8% | -2% | / | -2% | -1% | -28% | -3 | 1 | 2 | 0
CC1(C)CC(=O)C2=C(C1)OC(N)=C(C#N)C21C(=O)N(CN2CCOCC2)c2ccccc21 (stereo not drawn) | 7% | 12% | 2% | -1% | -15% | 5% | -3 | -2 | 14 | -10
COc1ccccc1NC(=S)N(Cc1ccccc1)Cc1ccccn1 | 3% | 1% | 0% | 0% | 8%[46.1 µM] | 0% | 8 | 7 | 4 | -20
CCc1ccc2[nH]c(=O)c(CN(Cc3ccco3)S(=O)(=O)c3ccc4c(c3)OCCO4)cc2c1 | -17% | -1% | 4% | 4% | -2% | 1% | 1 | 2 | 2 | -2
CC1C(=O)CC(c2ccc([N+](=O)[O-])cc2)NC1c1ccc([N+](=O)[O-])cc1 (stereo not drawn) | 2% | 1% | -1% | 16% | -4% | -9% | -6 | 0 | -22 | -17
O=C(Cc1ccc(S(=O)(=O)N2CCOCC2)s1)NCCC(c1ccccc1)c1ccccc1 | 3% | 2% | -2% | -10% | 3% | -26% | -8 | -1 | -17 | -2
CC(C)NC(=O)COc1nncc2ccccc12 | -2% | 9% | 11% | 0% | 2% | 3% | 3 | 9 | 5 | 2
CCN(CC)C(=O)CC(c1ccc2c(c1)OCO2)c1c(OC)cc(OC)c2c(-c3ccccc3)cc(=O)oc12 (stereo not drawn) | 39% | 1% | -2% | ? | -2% | 3% | 0 | 2&-1 | 11 | 3&-8
COc1ccc(-c2cc(C(=O)N3CC4(C)CC3CC(C)(C)C4)no2)cc1OC (stereo not drawn) | 4% | -18% | -2% | ? | 4% | -5% | 4 | -4 | -12 | -3
Cc1sc2nc(CSCC(=O)Nc3ccccc3C#N)[nH]c(=O)c2c1C | 1% | 9% | 0% | 8% | 0%[46.1 µM] | -7% | -5 | 0 | -1 | 4
Cc1nc2c(C(=O)N3CCCC3)cnn2c(C)c1Cc1c(F)cccc1Cl | 7% | 0% | 0% | -24% | 1% | -1% | -36 | -2 | -18 | 1
Cc1ccnc(NC(=O)c2ccc(S(=O)(=O)N3CCCCC3)cc2)c1 | -6% | / | / | ? | -1% | -5% | -4 | / | 2 | -4
Cc1cc(C)[n+]2[nH]c(N)c(N=Nc3ccccc3)c2n1 | -5% | 5% | 1% | ? | -64% | 3% | -7 | -2 | -8 | -13
Cc1c(Cl)cccc1NC(=O)C1Cc2ccccc2CN1C(=O)c1ccccc1 (stereo not drawn) | 4% | 8% | 1% | -17% | -2%[46.1 µM] | -2% | 9 | -14 | -7 | 2
Cc1ccc(C)c(S(=O)(=O)Nc2ccc(C(N)=O)cc2)c1 | 6% | 16% | 1% | -1% | -3% | 1% | 3 | 0 | -2 | 5

A section of the results above:
SMILES | AT treatment | MLL CXXC-DNA inh | GALK inh | BCR signal inh | TCR activator | Tb PFK block | TSHR antag | Coupling enz | hERG WT inh | Giardia kill
Cc1c(Cl)cccc1NC(=O)C1Cc2ccccc2CN1C(=O)c1ccccc1 (stereo not drawn) | 4% | 8% | 1% | -17% | -2%[46.1 µM] | -2% | 9 | -14 | -7 | 2
Cc1ccc(C)c(S(=O)(=O)Nc2ccc(C(N)=O)cc2)c1 | 6% | 16% | 1% | -1% | -3% | 1% | 3 | 0 | -2 | 5
